Compound activity (PubChem)
ABCB1 inh: ABCB1 efflux pump inhibitors, primary screen, cell-based, multiplex, flow cytometry, ABCG2 counter-screen; inhibition, % at 6.6 µM; CCRF-Adr cells, JC-1 efflux; 0.067% of 190,000 active; AID 1326, 2008; in the data active means inhibition above about 40%;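 further: 0% = vehicle and 100% = reference inhibitor; higher value means more JC-1 retained so stronger ABCB1 efflux block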
RGS7-Gao: RGS7-Galphao binding modulators, primary screen, biochemical, multiplexed bead flow cytometry; Guanine nucleotide-binding protein G(o) subunit alpha (Homo sapiens), P09471; actives lie on both sides; binding response (% of control), % at 10 µM; 0.35% of 220,000 active; in the data active means binding response below about 49% or above about 150%; inconclusive means no clear call, values can overlap the other calls; inactive means in between;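 further: fluorescent Galphao held in activated GDP-AlF4 state binding bead-coupled RGS7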
RGS4-Gao reg: modulators of RGS4 binding to Galphao, primary screen, biochemical, multiplexed bead flow cytometry. actives lie on both sides. binding response (% of control), % at 10 µM. 0.33% of 220,000 active; in the data active means binding response below about 49% or above about 150%; inactive means in between;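 further: fluorescent Galphao activated with aluminum fluoride binding bead-coupled RGS4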
Mcl1-Bid inh: Mcl-1/Bid binding inhibitors, primary screen, biochemical, TR-FRET, 1536-well | Induced myeloid leukemia cell differentiation protein Mcl-1 (Homo sapiens), Q07820 | TR-FRET Mcl-1/Bid-Dy647 peptide binding | inhibition, % at 21.7 µM | 0.97% of 220,000 active | AID 1021, 2008;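 active means compounds that cut the binding signal by more than half at the single screening dose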;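 further: His-tagged Mcl-1 with europium anti-His antibody binding Bid BH3 peptide; 0% = Mcl-1 plus peptide wells and 100% = peptide-only wells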
Target sequence (Q07820 whole entry, looked up): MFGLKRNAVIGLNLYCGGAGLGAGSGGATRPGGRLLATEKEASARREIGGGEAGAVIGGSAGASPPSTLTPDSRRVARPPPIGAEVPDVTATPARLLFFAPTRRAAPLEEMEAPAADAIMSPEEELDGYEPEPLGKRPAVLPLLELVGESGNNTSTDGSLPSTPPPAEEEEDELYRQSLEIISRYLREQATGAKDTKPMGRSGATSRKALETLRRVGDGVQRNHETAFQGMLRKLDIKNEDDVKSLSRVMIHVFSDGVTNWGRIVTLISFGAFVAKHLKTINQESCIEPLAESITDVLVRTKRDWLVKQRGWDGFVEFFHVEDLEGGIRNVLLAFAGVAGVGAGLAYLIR
GSH bead fluor: compound fluorescence on glutathione beads, profiling panel, artefact control, biophysical, 488/530 nm, flow cytometry | GSH beads flow cytometry, compound fluorescence 488/530 nm; hits give high values | fluorescence (KMESF) at 10 µM | 0.25% of 190,000 active | AID 1776, 2009; in the data active means fluorescence above about 89;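 further: glutathione beads carrying GST-tagged Bcl family fusion proteins plus one bare bead set; values are compound well signal with DMSO vehicle wells as background; inactives centre near 16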
Mcl1 Noxa PPI: Mcl-1/Noxa binding inhibitors, primary screen, biochemical, TR-FRET, 1536-well; TR-FRET Mcl-1/Noxa peptide binding, 2 h; inhibition, % at 21.7 µM; 1.5% of 220,000 active; AID 1022, 2008;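 active means compounds that cut the protein-peptide binding signal by more than 50% relative to plate controls in a single-dose test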;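 further: His-tagged Mcl-1 with rhodamine Noxa BH3 peptide and terbium anti-His antibody; 0% = Mcl-1 plus Noxa peptide wells and 100% = peptide-only wells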
Avidin fluor: green autofluorescence of compounds with avidin beads – biophysical, 488/530 nm, flow cytometry, artefact control, profiling panel; compound fluorescence 488/530 nm; hits give high values; fluorescence (KMESF) at 10 µM; 0.38% of 220,000 active; AID 1775, 2009; in the data active means fluorescence above about 47; further: inactives centre near 10
Pf gamet viab: late stage P. falciparum gametocyte viability inhibitors, primary screen, ATP luminescence, HTS. AID 743093, 2013. inhibition, % at 10.9 µM. 0.065% of 150,000 active. P. falciparum stage V gametocytes, 24 h;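 active means inhibition above the mean plus 3 SD of compounds within the control limits, set per campaign, cut at about 38% in these data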;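 further: 0% = DMSO wells and 100% = medium only without gametocytes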
RGS8-Gao: RGS8-Galphao binding modulators, primary screen, biochemical, multiplexed bead flow cytometry | actives lie on both sides | response (percent of control binding), % at 10 µM | 0.34% of 220,000 active | AID 1423, 2008; in the data active means response below about 60% or above about 140%; inactive means in between;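 further: Galphao activated as the GDP aluminium fluoride complex binding bead-coupled RGS8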
Bim-Mcl-1: inhibitors of Bim peptide binding to Mcl-1, primary screen, biochemical, bead-based flow cytometry, multiplex | Induced myeloid leukemia cell differentiation protein Mcl-1 (Homo sapiens), Q07820 | Bim peptide-Mcl-1 binding | inhibition, % at 10 µM | 0.1% of 190,000 active | AID 1009, 2008; in the data active means inhibition above about 40%;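 further: 0% = no compound tracer wells and 100% = peptide blocker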
ABCG2 block: ABCG2 efflux pump inhibitors, primary screen, multiplex with ABCB1, IgMXP3 cells, flow cytometry. inhibition, % at 6.6 µM. JC-1 efflux. 0.1% of 190,000 active. AID 1325, 2008. Broad substrate specificity ATP-binding cassette transporter ABCG2 (Homo sapiens), Q9UNQ0;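 active means inhibition above 80%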;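 further: 0% = DMSO and 100% = nicardipine control wells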
Target sequence (Q9UNQ0 whole entry, looked up): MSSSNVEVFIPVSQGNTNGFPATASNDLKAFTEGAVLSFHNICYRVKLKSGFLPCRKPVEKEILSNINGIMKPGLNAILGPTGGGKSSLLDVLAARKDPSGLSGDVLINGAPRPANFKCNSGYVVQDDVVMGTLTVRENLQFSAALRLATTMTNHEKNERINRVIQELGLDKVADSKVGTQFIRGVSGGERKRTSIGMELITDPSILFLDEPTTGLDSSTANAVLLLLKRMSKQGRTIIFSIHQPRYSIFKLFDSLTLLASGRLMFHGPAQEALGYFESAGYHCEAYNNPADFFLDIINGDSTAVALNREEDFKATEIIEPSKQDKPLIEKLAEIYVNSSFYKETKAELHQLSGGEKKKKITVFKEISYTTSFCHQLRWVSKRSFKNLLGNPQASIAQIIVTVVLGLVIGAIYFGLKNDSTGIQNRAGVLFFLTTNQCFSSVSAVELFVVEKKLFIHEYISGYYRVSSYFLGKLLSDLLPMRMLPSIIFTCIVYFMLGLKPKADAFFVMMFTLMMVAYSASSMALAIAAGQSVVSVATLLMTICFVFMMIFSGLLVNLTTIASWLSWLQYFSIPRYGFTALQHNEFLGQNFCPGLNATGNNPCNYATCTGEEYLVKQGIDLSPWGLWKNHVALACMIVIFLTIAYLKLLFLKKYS
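Assay system – ABCG2 IgMXP3 and barcoded ABCB1 CCRF-Adr cell mix · Input – 3 million cells/mL in well · Reagent – JC-1 fluorescent substrate · Compound – single test compound dose, 6.6 µM final · Timing – 10 min exposure at 25 °C with rotation, no wash · Detection – flow cytometry of retained JC-1 fluorescence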
* = called active by the depositor; ? = inconclusive; . = no result given; & = joins results of further samples; [ ] = remark or other dose.

SMILES | ABCB1 inh | RGS7-Gao | RGS4-Gao reg | Mcl1-Bid inh | GSH bead fluor | Mcl1 Noxa PPI | Avidin fluor | Pf gamet viab | RGS8-Gao | Bim-Mcl-1 | ABCG2 block
N#Cc1c(SCC(N)=O)nsc1SCc1ccccc1Cl | -1.9 | 102 | 103 | 2 | 32 | 14 | 4 | -2 | 103 | -6 | -2
C=CCNC(=O)c1onc(CSc2ccncc2)c1C(=O)NCC=C | . | ? | 89 | -33 | . | -2 | 9 | . | 92 | . | .
CCc1nc(NCc2ccc3c(c2)OCO3)c2oc3ccccc3c2n1 | 0.4 | 103 | 102 | 24 | 15 | 28 | 47 | . | 102 | 0 | 1
CCCCCC(=O)N1CCN(CCN=CC2=C(O)CC(c3ccc(OC)cc3)CC2=O)CC1 (stereo unspecified) | 0.7 | 100 | 99 | -47 | 14 | 4 | 14 | . | 97 | -2 | 2
COc1cccc(-c2nc3n(n2)C(c2cccs2)C(C(=O)Nc2cccnc2)=C(C)N3)c1 (stereo unspecified) | -0.4 | 97 | 98 | -30 | 12 | -12 | 3 | . | 97 | 1 | 0
CCCCCCCC(=O)N1c2ccccc2NC(=O)C1CC(=O)Nc1ccc(C(=O)O)cc1 (stereo unspecified) | . | ? | 98 | -12 | . | -12 | 7 | 1 | 100 | . | .
CN1CCN(S(=O)(=O)c2ccc(N)cc2)CC1 | -0.1 | 97 | 97 | -13 | 13 | 11 | 18 | . | 96 | -6 | 2
COc1ccc(NC(=O)c2ccccc2NC(=O)COc2ccccc2)cc1 | -0.1 | 100 | 95 | 53* | 9 | -70 | 8 | . | 102 | 4 | 1
CCc1ccc(/C=C2\Oc3c(ccc(O)c3CN3CCN(CCO)CC3)C2=O)cc1 | . | ? | 106 | -20 | . | 19 | 11 | 5 | 104 | . | .
CCC(=O)n1nc(-c2cccnc2)nc1NCc1cccs1 | 0.9 | 101 | 97 | 0 | 70 | 5 | 10 | -11 | 99 | -1 | 13
CCC1C(C#N)=C(SC)NC2=C1C(=O)CC(C)(C)C2 (stereo unspecified) | 0.2 | 102 | 103 | -28 | 14 | -1 | 10 | 8 | 103 | 1 | 0
O=C1c2cccc3cc([N+](=O)[O-])cc(c23)C(=O)N1CCN1CCCC1 | . | ? | 101 | 31 | . | 37 | 6 | . | 99 | . | .
COc1cc(C2NC(=O)NC(O)(C(F)(F)F)C2C(=O)c2ccc(Cl)cc2)ccc1O (stereo unspecified) | 0.8 | 89 | 88 | -26 | 26 | 25 | 13 | . | 94 | -1 | 3
CC(OC(=O)c1cccnc1Cl)C(=O)Nc1ccc(S(N)(=O)=O)cc1 (stereo unspecified) | 0.5 | 102 | 99 | -12 | 14 | -41 | 7 | 9 | 97 | -4 | -3
Cc1nc(NC(=O)CCC(=O)O)sc1C(=O)N(C)C | 0.8 | 102 | 104 | -19 | 25 | 5 | 10 | . | 102 | -8 | 10
O=C1CCCC/C1=C/Nc1ccc(C(=O)O)cc1 | -0.2 | 93 | 98 | -99 | 14 | 10 | 14 | . | 97 | 2 | 1
O=c1[nH]c(CN(CCc2ccccc2)S(=O)(=O)c2ccc(Cl)cc2)nc2ccccc12 | 0.5 | 98 | 100 | -5 | 7 | 12 | 11 | 10 | 101 | 7 | 6
CCOC(=O)Cc1nnc(NC(=O)CSc2ncc(-c3ccccc3)nn2)s1 | 0.2 | 100 | 98 | 5 | 11 | 8 | 5 | -7 | 98 | -1 | 0
CCOC(=O)c1cc(C)nn1-c1nc(Cl)cc(OC)n1 | 0.3 | 97 | 92 | 4 | 6 | -3 | 1 | -41 | 80 | 0 | 2
Cn1c(=O)c2c(nc(NCc3ccco3)n2CC(O)COc2ccccc2)n(C)c1=O (stereo unspecified) | 2.0 | 101 | 102 | -12 | 23 | 81* | 23 | -12 | 98 | -5 | 29
CN(C)C(C)(C)C#CCC(c1ccccc1)c1ccccc1 | 5.5 | 99 | 97 | -17 | 10 | 2 | 6 | . | 103 | -1 | 7
CC(=O)c1cccc(-n2nnnc2SCC(=O)NNC(=O)C2CCCCC2)c1 | 0.8 | 92 | 94 | 6 | 11 | 1 | 14 | 17 | 91 | -1 | 3
CCN(CC)C(=O)C(=O)c1cccn1-c1c(Cl)cccc1C#N | 0.3 | 158*[activator] | 112 | -9 | 12 | 5 | 109* | 26 | 102 | 0 | 0
CCOC(=O)Cn1c(C)cc(COC)c(C#N)c1=O | 1.0 | 103 | 100 | 11 | 23 | 1 | 9 | . | 106 | 0 | 2
COC(=O)c1cnn(-c2ccccc2)c1N | . | ? | 106 | 16 | . | 18 | 6 | 18 | 103 | . | .
COc1ccc(Oc2nccc(-c3ccc(F)cc3)c2C#N)cc1 | 0.0 | 99 | 102 | -14 | 25 | -4 | 5 | 18 | 101 | -10 | 1
O=c1c2ccsc2ncn1Cc1ccccc1F | 0.6 | 102 | 105 | 2 | 17 | 3 | 10 | . | 101 | 0 | 1
CCc1ccc(NC(=S)NC2CCN(Cc3ccccc3)CC2)cc1 | 0.7 | 101 | 103 | -89 | 9 | 3 | 3 | 2 | 102 | -6 | 0
O=c1oc(-c2ccccc2)nc2ccsc12 | 0.5 | 96 | 95 | 10 | 43 | 5 | 7 | -13 | 96 | 1 | 8
O=C(Nc1nnc(C2CC2)s1)C1CCCCN1S(=O)(=O)c1ccccc1 (stereo unspecified) | 0.7 | 107 | 101 | -6 | 20 | 14 | 12 | 11 | 101 | -1 | 1
O=C(O)CCSc1nnc(CNc2ccc(Cl)cc2)n1Cc1ccccc1 | 0.3 | 103 | 103 | -75 | 7 | 20 | 5 | . | 100 | -1 | 5
CCOc1ccccc1CNc1ccc(O)cc1 | 0.1 | 97 | 102 | -26 | 14 | 72* | 6 | . | 99 | 7 | 6
COCCN(C(=O)/C=C/c1ccccc1)c1nnc(-c2cccnc2)s1 | 0.9 | 105 | 105 | 6 | 17 | 24 | 9 | -7 | 107 | 0 | 5
CCC(C)NC(=O)c1ccccc1NC(=O)Nc1ccccc1 (stereo unspecified) | 0.0 | 100 | 98 | -3 | 29 | 12 | 15 | . | 100 | 0 | 0
c1ccc(CSc2ncccn2)cc1 | 0.2 | 92 | 90 | -29 | 9 | 2 | 10 | . | 94 | 0 | 1
CCCCN(CCCC)Cc1ccc(C(=O)NNC(=O)Nc2ccc(Cl)cc2)o1 | 0.3 | 89 | 96 | -6 | 15 | -11 | 4 | 16 | 98 | 0 | 7
Cc1ccc(C(=O)COC(=O)c2cc(=O)[nH]c3ccccc23)cc1C | 0.8 | 100 | 99 | 0 | 13 | 6 | 8 | 10 | 101 | 2 | 5
CC1CCCC(C(=O)O)N1C(=O)CCSC(=O)c1ccccc1 (stereo unspecified) | -0.1 | 97 | 95 | -22 | 27 | -6 | 11 | . | 97 | -4 | 0
N[C@@H](Cc1ccc(O)cc1)c1nnc([C@H](CO)NC(=O)C2CCNCC2)o1 | 0.5 | 101 | 96 | -7 | 20 | 6 | 6 | . | 97 | 5 | 1
Cc1cc(SCC(=O)O)nc2ccccc12 | 0.0 | ? | 97&104 | -40&2 | 9 | 6&21 | 7&8 | -4&-4 | 97&101 | -1 | -1
O=C(NCc1ccccc1)N1CCC(CO)(CCc2ccccc2)CC1 | -0.1 | 108 | 111 | 2 | 16 | 1 | 2 | -6 | 105 | -5 | 8
COc1ccc(-c2nc(-c3cccnc3)no2)cc1 | . | ? | 99 | 1 | . | -4 | 7 | -19 | 100 | . | .
COc1cc(-c2csc(CCn3nc(C)cc3C)n2)cc(OC)c1OC | 0.9 | 104 | 99 | -7 | 11 | 26 | 11 | . | 99 | 3 | 51
CC(C)CNC(=O)CC(NCC(C)C)C(=O)O (stereo unspecified) | 0.8 | 99 | 100 | 2 | 9 | 15 | 4 | . | 100 | 0 | 1
c1ccc(N2CCN(Cc3ccnc4ccccc34)CC2)cc1 | 0.4 | 91 | 93 | 3 | 10 | 25 | 6 | -4 | 100 | -5 | 2
CCC(c1nnc(SCC(=O)Nc2nnc(-c3ccccc3)o2)n1Cc1ccccc1)N(C)C (stereo unspecified) | -3.0 | 98 | 97 | -43 | 21 | -36 | 13 | . | 100 | 0 | -4
COc1ccc(-c2cc(C(F)(F)F)nc(SCC(=O)N3CCOCC3)n2)cc1OC | 1.3 | 105 | 99 | -4 | 46 | 3 | 36 | . | 101 | 0 | 3
O=C(c1ccc(F)cc1)c1ccc(CN2C(=O)c3ccccc3C2=O)o1 | 0.3 | ? | 101 | -8 | 16 | 11 | 9 | -4 | 100 | 0 | 20
COc1ccc(NS(=O)(=O)c2cc(C(=O)O)ccc2C)cc1 | 0.2 | 100 | 98 | -20 | 18 | -9 | 8 | 10 | 100 | 1 | 0
Oc1ccc(/C=C/c2nc(-c3ccccc3O)n(-c3ccccc3)n2)cc1 | -0.1 | 95 | 94 | -34 | 9 | -1 | 9 | . | 98 | -1 | 0
O=C(CCCOc1ccccc1)Nc1ccc(S(=O)(=O)Nc2ccccn2)cc1 | 0.0 | 99 | 98 | -17 | 25 | 3 | 9 | . | 102 | 2 | 0
CCn1c(CCNC(=O)c2cccs2)nnc1SCC(=O)NC1CCCCC1 | 0.6 | 105 | 107 | -2 | 35 | 18 | 5 | 10 | 102 | 0 | 2
COc1ccc(N2C(=O)CC(Nc3ccc(F)cc3)C2=O)c([N+](=O)[O-])c1 (stereo unspecified) | 1.4 | 101 | 101 | -24 | 10 | 18 | 11 | . | 103 | -2 | 23
